Assay outcomes (PubChem)
FXN GAA850 act: FXN promoter activators, primary screen, cell-based, luciferase luminescence, HEK293 lucGAA850; activation, % at 6 µM; actives 0.56% (n = 360,000); AID 540364, 2011; HEK293 lucGAA850 FXN promoter luciferase reporter, 24 h; percent of 10 µM SAHA response;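 active = activation above the average of all compounds screened plus 3 SD, cutoff fixed separately per campaign, cut at about 7.5% in these data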;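 note: 0% = DMSO wells and 100% = 10 µM SAHA wells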
hgDAF12 agonist: H. glycines DAF-12 receptor agonists, primary screen, cell-based, luminescence, HEK293, GAL4 fusion, UAS-luciferase; actives 1.8% (n = 370,000); Nuclear hormone receptor DAF-12 (Heterodera glycines), GAL4 fusion; activation, % at 6.8 µM; HEK293 GAL4-hgDAF12 UAS-luciferase reporter, agonist luminescence; normalized to butyrate control;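 active = activation above a cutoff set at the mean of all screened compounds plus 3 SD, cut at about 10% in these data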;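 note: 0% = DMSO wells and 100% = sodium butyrate wells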
ssDAF-12 act: S. stercoralis DAF-12 nuclear receptor activators, primary screen, cell-based, luminescence, HEK293, GRIP1 co-expression, lit1-tk-luc. actives 1% (n = 370,000). activation, % at 6.8 µM. Nuclear hormone receptor DAF-12 (Strongyloides stercoralis). HEK293 ssDAF-12/GRIP1 lit1-tk-luc reporter; % of 3 µM dafachronic acid response;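 active = activation above the mean over all tested compounds plus 3 SD, cut at about 0.9% in these data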;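 note: 0% = DMSO-only wells and 100% = 3 µM delta7-dafachronic acid wells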
ADAM10 inh: human ADAM10 inhibitors, primary screen, biochemical, QFRET, HTS | inhibition, % at 7 µM | actives 0.62% (n = 370,000) | recombinant ADAM10, EDANS/DABCYL FRET peptide cleavage, 3 h;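 active = inhibition above a per-campaign cutoff equal to the mean of compounds falling between control-based bounds plus 3 SD, cut at about 20% in these data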;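 note: 0% = DMSO wells while the 100% control is not disclosed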
DAX1 inh-1: DAX1 (NR0B1) inhibitors, primary screen, cell-based, HEK293, Gal4-DAX1, luciferase luminescence; Nuclear receptor subfamily 0 group B member 1 (Homo sapiens), P51843; HEK293 Gal4-DAX1 luciferase reporter; inhibition, % at 6.75 µM; actives 0.99% (n = 340,000); AID 504766, 2011;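 active = inhibition above the mean over all tested compounds plus 3 SD, cut at about 4.2% in these data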;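 note: 0% = DAX1-transfected cells with DMSO and 100% = empty-vector control cells with DMSO; inhibition shows as a rise in luminescence from relieved DAX1 repression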
SMARCA2 activ: SMARCA2 (BRM) function activators, primary screen, cell-based, luminescence, high throughput; MG213 cells, MMTV-luciferase reporter, dexamethasone, overnight; activation, % at 9.1 µM; actives 1% (n = 370,000); AID 652017, 2013; in the data active = activation above about 7.8%;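 note: 0% = vehicle wells and 100% = reference activator wells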
sPLA2-III inh: human group III sPLA2 inhibitors, primary screen, biochemical, QFRET, BODIPY PC-A2 liposome substrate; QFRET BODIPY PC-A2 liposome hydrolysis, fluorescence; inhibition, % at 12.2 µM; Group 3 secretory phospholipase A2 (Homo sapiens), Q9NZ20; actives 0.56% (n = 370,000);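 active = inhibition above mean plus 3 SD of compounds lying within the high and low control bounds, cut at about 19% in these data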;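 note: 0% = median of test compound wells and 100% = no enzyme DMSO wells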
GC-A act: GC-A stimulated cGMP production enhancers – HEK293 GC-A cells, cGMP TR-FRET, EC30 ANP, primary screen. activation, % at 10 µM. AID 1671463, 2021. 0% at EC30 ANP, 100% saturating ANP. actives 0.14% (n = 370,000); in the data active = activation above about 40%
Target sequence (P16066 whole entry, looked up): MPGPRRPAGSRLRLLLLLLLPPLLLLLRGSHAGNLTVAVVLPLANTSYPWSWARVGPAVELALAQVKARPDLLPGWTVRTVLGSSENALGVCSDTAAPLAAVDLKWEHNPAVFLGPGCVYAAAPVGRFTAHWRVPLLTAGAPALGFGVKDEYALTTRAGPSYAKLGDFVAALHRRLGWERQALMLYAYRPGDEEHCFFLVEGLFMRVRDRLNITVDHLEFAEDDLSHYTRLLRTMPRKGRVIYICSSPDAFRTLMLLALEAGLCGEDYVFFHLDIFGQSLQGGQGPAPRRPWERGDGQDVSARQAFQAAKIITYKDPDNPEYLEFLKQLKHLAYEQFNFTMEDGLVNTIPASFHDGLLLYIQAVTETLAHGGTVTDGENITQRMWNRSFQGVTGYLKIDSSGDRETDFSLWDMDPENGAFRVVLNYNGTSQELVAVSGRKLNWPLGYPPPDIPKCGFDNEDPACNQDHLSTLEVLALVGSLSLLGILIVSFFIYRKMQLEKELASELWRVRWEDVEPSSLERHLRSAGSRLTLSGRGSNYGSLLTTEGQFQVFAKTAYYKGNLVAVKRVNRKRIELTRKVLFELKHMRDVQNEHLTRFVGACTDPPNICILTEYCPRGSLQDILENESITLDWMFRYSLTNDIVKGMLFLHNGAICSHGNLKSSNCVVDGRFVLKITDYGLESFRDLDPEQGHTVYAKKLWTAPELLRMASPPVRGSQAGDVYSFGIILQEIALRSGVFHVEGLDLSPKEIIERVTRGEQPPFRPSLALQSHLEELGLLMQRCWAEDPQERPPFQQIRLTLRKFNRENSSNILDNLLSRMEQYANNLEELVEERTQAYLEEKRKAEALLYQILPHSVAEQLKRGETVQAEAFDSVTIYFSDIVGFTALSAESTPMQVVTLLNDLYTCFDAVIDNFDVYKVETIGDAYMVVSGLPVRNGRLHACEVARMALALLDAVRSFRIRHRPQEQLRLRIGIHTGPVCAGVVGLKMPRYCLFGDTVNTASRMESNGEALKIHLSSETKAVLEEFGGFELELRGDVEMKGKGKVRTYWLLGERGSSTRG
DAX1 inh-2: DAX1 (NR0B1) inhibitors on StAR promoter, primary screen, cell-based, luminescence, SF-1 (NR5A1), full-length DAX-1; inhibition, % at 6.8 µM; actives 1.1% (n = 370,000); HEK293T StAR-luciferase reporter, SF-1/DAX-1 repression relief; AID 652010, 2013;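 active = inhibition above the mean over all tested compounds plus 3 SD, cut at about 3.6% in these data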;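 note: 0% = DAX-1 cells with DMSO and 100% = cells lacking DAX-1 with DMSO; higher inhibition means more luminescence from relief of DAX-1 repression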
hcDAF12 agonist: H. contortus DAF-12 nuclear receptor activators, primary screen, cell-based, luminescence, HEK293, lit1-tk-luc reporter. HEK293 hcDAF-12 lit1-tk-luc reporter; 0% DMSO, 100% Δ7-dafachronic acid. activation, % at 6.8 µM. actives 1.4% (n = 370,000);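 active = activation above the mean of all tested compounds plus 3 SD, cut at about 5.5% in these data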;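 note: 100% = response to 3 µM Δ7-dafachronic acid high control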
GC-B act: human GC-B receptor activators, primary screen, HEK293 GC-B cells, cGMP TR-FRET, EC30 CNP. Atrial natriuretic peptide receptor 2 (Homo sapiens), P20594. 0% at EC30 CNP, 100% saturating CNP. activation, % at 10 µM. actives 0.11% (n = 370,000);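 active = activation at 10 µM reaching about 35% in either raw or pattern-adjusted values, limit read from the data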
* marks the source's active call; other numbers are inactive results.

What do the screens show for `CCCCCCCNC(=O)C1(CC2CC(c3ccc(Cl)cc3)=NO2)CCN(C(=O)c2ccccc2)CC1` (centres undefined)?
FXN GAA850 act: 0.0; hgDAF12 agonist: -1.1; ssDAF-12 act: -0.8; ADAM10 inh: -4; DAX1 inh-1: 0.7; SMARCA2 activ: 1; sPLA2-III inh: 1; GC-A act: 0; DAX1 inh-2: -0.4; hcDAF12 agonist: -0.4; GC-B act: 0

What do the screens show for `O=C(COc1ccc(F)cc1Cl)Nc1nc(-c2ccccn2)cs1`?
FXN GAA850 act: 0.2; hgDAF12 agonist: -2.0; ssDAF-12 act: -0.7; ADAM10 inh: -3; DAX1 inh-1: -0.5; SMARCA2 activ: 0; sPLA2-III inh: 1; GC-A act: 11; DAX1 inh-2: -2.6; hcDAF12 agonist: -0.3; GC-B act: 6

How did CCC1CCCCN1C(=O)Cn1c(=O)n(CCC(=O)NCc2ccco2)c(=O)c2sccc21 (centres undefined) do in these assays?
FXN GAA850 act: -2.6; hgDAF12 agonist: 0.0; ssDAF-12 act: -1.6; ADAM10 inh: -1; DAX1 inh-1: -0.1; SMARCA2 activ: -2; sPLA2-III inh: 1; GC-A act: -1; DAX1 inh-2: -0.3; hcDAF12 agonist: -0.7; GC-B act: 5

How did CC(C)(C)c1nc(SCC(=O)NNC(=O)c2ccccc2)c2ccccc2n1 do in these assays?
FXN GAA850 act: -0.2; hgDAF12 agonist: -2.9; ssDAF-12 act: -1.4; ADAM10 inh: 1; DAX1 inh-1: -1.5; SMARCA2 activ: -2; sPLA2-III inh: -4; GC-A act: -2; DAX1 inh-2: -0.7; hcDAF12 agonist: -1.8; GC-B act: 4

Results for COc1cc(OC)c(C2C(C#N)=C(C)NC(C)=C2C#N)c(C(=O)O)c1 ?
FXN GAA850 act: 1.5; hgDAF12 agonist: -1.8; ssDAF-12 act: -1.2; ADAM10 inh: -145; DAX1 inh-1: 1.0; SMARCA2 activ: 3; sPLA2-III inh: 24*; GC-A act: 2; DAX1 inh-2: -0.2; hcDAF12 agonist: 2.1; GC-B act: 2

Results for CC1=CC(=O)C(C(C)C)=C/C1=N/OC(=O)c1cccc([N+](=O)[O-])c1 ?
FXN GAA850 act: 0.1; hgDAF12 agonist: -3.6; ssDAF-12 act: 0.3; ADAM10 inh: -6; DAX1 inh-1: 1.6; SMARCA2 activ: -2; sPLA2-III inh: -28; GC-A act: 0; DAX1 inh-2: 0.2; hcDAF12 agonist: 2.9; GC-B act: 2

How did COc1ccccc1C1C2=C(N=C3SCC(=O)N31)c1ccccc1CC2 (centres undefined) do in these assays?
FXN GAA850 act: -1.4; hgDAF12 agonist: 1.2; ssDAF-12 act: -0.3; ADAM10 inh: 12; DAX1 inh-1: 0.4; SMARCA2 activ: 0; sPLA2-III inh: -2; GC-A act: -14; DAX1 inh-2: -0.7; hcDAF12 agonist: -0.7; GC-B act: -8

Results for O=C1CC(c2ccsc2)c2cc3c(cc2N1)OCCO3 (centres undefined) ?
FXN GAA850 act: -0.3; hgDAF12 agonist: -0.4; ssDAF-12 act: -1.2; ADAM10 inh: -19; DAX1 inh-1: -1.0; SMARCA2 activ: -5; sPLA2-III inh: 7; GC-A act: 7; DAX1 inh-2: -1.3; hcDAF12 agonist: -3.1; GC-B act: -7

What do the screens show for `CC1C(=O)CCCCCCCCCC2C1(N1CCOCC1)CS2(=O)=O` (centres undefined)?
FXN GAA850 act: 1.9; hgDAF12 agonist: -1.0; ssDAF-12 act: -1.4; ADAM10 inh: 0; DAX1 inh-1: 1.1; SMARCA2 activ: -2; sPLA2-III inh: -6; GC-A act: 6; DAX1 inh-2: -0.9; hcDAF12 agonist: 0.1; GC-B act: -1

Results for N#Cc1ccc(/C=C2\CCCCn3c2nc2cc(C(=O)O)ccc2c3=O)cc1 ?
FXN GAA850 act: -0.1; hgDAF12 agonist: 1.1; ssDAF-12 act: -1.1; ADAM10 inh: -3; DAX1 inh-1: 2.3; SMARCA2 activ: -1; sPLA2-III inh: -4; GC-A act: 3; DAX1 inh-2: 0.7; hcDAF12 agonist: -0.5; GC-B act: 3

How did CC(=O)Oc1ccc2c(=O)oc(-c3ccccc3C)nc2c1 do in these assays?
FXN GAA850 act: 0.6; hgDAF12 agonist: -0.9; ssDAF-12 act: -1.1; ADAM10 inh: 13; DAX1 inh-1: 0.5; SMARCA2 activ: -3; sPLA2-III inh: 0; GC-A act: 8; DAX1 inh-2: 0.5; hcDAF12 agonist: -0.2; GC-B act: -4

Results for O=C(O)c1cc(S(=O)(=O)N(Cc2ccccc2)c2ccc(Cl)cc2)ccc1Cl ?
FXN GAA850 act: -1.5; hgDAF12 agonist: 0.8; ssDAF-12 act: -0.7; ADAM10 inh: 7; DAX1 inh-1: 2.9; SMARCA2 activ: -1; sPLA2-III inh: -22; GC-A act: 0; DAX1 inh-2: 0.1; hcDAF12 agonist: -1.5; GC-B act: -4

Results for CC1(Oc2cccc(F)c2)CCN(Cc2ccccc2OC(F)F)C1 (centres undefined) ?
FXN GAA850 act: -0.4; hgDAF12 agonist: -1.0; ssDAF-12 act: -1.5; ADAM10 inh: 5; SMARCA2 activ: 0; sPLA2-III inh: 5; GC-A act: 3; DAX1 inh-2: -0.2; hcDAF12 agonist: -0.8; GC-B act: 2

How did CC1(C)Cc2c(sc3nc4n(c(=O)c23)CCC4)CO1 do in these assays?
FXN GAA850 act: -3.5; hgDAF12 agonist: 0.3; ssDAF-12 act: -1.0; ADAM10 inh: 5; DAX1 inh-1: -0.4; SMARCA2 activ: 0; sPLA2-III inh: 10; GC-A act: -1; DAX1 inh-2: -0.4; hcDAF12 agonist: -0.6; GC-B act: 4

What do the screens show for `C=CCOc1ccc(CNCCO)cc1OCC`?
FXN GAA850 act: -0.3; hgDAF12 agonist: -0.5; ssDAF-12 act: -1.1; ADAM10 inh: 3; DAX1 inh-1: -0.2; SMARCA2 activ: -3; sPLA2-III inh: 2; GC-A act: 1; DAX1 inh-2: 0.8; hcDAF12 agonist: -1.5; GC-B act: -2

Results for CCC(C)NC(=O)CSc1nnc(-c2cc(-c3ccc(C)cc3)nc3ccccc23)n1N (centres undefined) ?
FXN GAA850 act: -1.6; hgDAF12 agonist: -2.2; ssDAF-12 act: -1.4; ADAM10 inh: -164; DAX1 inh-1: -0.4; SMARCA2 activ: 1; sPLA2-III inh: -23; GC-A act: 0; DAX1 inh-2: -0.7; hcDAF12 agonist: -0.7; GC-B act: -2

Results for CCc1cc2cc(C)ccc2nc1SCC(=O)N1CCN(C(=O)c2ccco2)CC1 ?
FXN GAA850 act: -1.9; hgDAF12 agonist: -3.1; ssDAF-12 act: -1.4; ADAM10 inh: 1; DAX1 inh-1: -0.8; SMARCA2 activ: 0; sPLA2-III inh: -12; GC-A act: 1; DAX1 inh-2: -0.5; hcDAF12 agonist: -3.0; GC-B act: -2

How did Cc1c(C(=O)NC2=NCCS2)cccc1[N+](=O)[O-] do in these assays?
FXN GAA850 act: 0.3; hgDAF12 agonist: 0.5; ssDAF-12 act: -1.3; ADAM10 inh: 10; DAX1 inh-1: -0.5; SMARCA2 activ: -4; sPLA2-III inh: 15; GC-A act: -5; DAX1 inh-2: 0.1; hcDAF12 agonist: -0.1; GC-B act: 0

How did CCOC(=O)C1(C)/C(=N/Nc2ccc(S(N)(=O)=O)cc2)C(=O)C(=O)N1c1ccccc1 (centres undefined) do in these assays?
FXN GAA850 act: 0.1; hgDAF12 agonist: -1.8; ssDAF-12 act: -1.2; ADAM10 inh: -1; DAX1 inh-1: -0.9; SMARCA2 activ: -1; sPLA2-III inh: -14; GC-A act: 1; DAX1 inh-2: 0.1; hcDAF12 agonist: -1.7; GC-B act: -1

How did COc1ccc(CCNC(=O)c2noc(C(C)C)c2[N+](=O)[O-])cc1OC do in these assays?
FXN GAA850 act: -0.6; hgDAF12 agonist: 0.8; ssDAF-12 act: -0.8; ADAM10 inh: -6; DAX1 inh-1: 0.0; SMARCA2 activ: -2; sPLA2-III inh: 9; GC-A act: 2; DAX1 inh-2: -0.2; hcDAF12 agonist: -1.5; GC-B act: -1

How did CCN1CCN(S(=O)(=O)c2ccc(Cl)c(C(=O)N(C)Cc3cccc(Cl)c3Cl)c2)CC1 do in these assays?
FXN GAA850 act: -3.6; hgDAF12 agonist: -3.2; ssDAF-12 act: -1.7; ADAM10 inh: -1; DAX1 inh-1: -1.8; SMARCA2 activ: -3; sPLA2-III inh: -4; GC-A act: -9; DAX1 inh-2: -1.9; hcDAF12 agonist: -2.3; GC-B act: -8

Results for O=C(COc1ccc2c(c1)CCC2)N1CCN(c2cccc(C(F)(F)F)c2)CC1 ?
FXN GAA850 act: 2.6; hgDAF12 agonist: 1.1; ssDAF-12 act: -1.6; ADAM10 inh: 4; DAX1 inh-1: -0.7; SMARCA2 activ: 1; sPLA2-III inh: 1; GC-A act: -3; DAX1 inh-2: 0.7; hcDAF12 agonist: -0.7; GC-B act: -4

How did O=C(Cc1c(Cl)cccc1Cl)OCC(=O)N1CCOCC1 do in these assays?
FXN GAA850 act: -0.8; hgDAF12 agonist: 0.3; ssDAF-12 act: 0.1; ADAM10 inh: -11; DAX1 inh-1: 0.6; SMARCA2 activ: 1; sPLA2-III inh: 7; GC-A act: 1; DAX1 inh-2: 0.3; hcDAF12 agonist: 1.0; GC-B act: -1

What do the screens show for `CN=CC1=C(O)CC(C)(C)CC1=O`?
FXN GAA850 act: 1.0; hgDAF12 agonist: 1.4; ssDAF-12 act: -1.3; ADAM10 inh: 0; DAX1 inh-1: 1.1; SMARCA2 activ: 2; sPLA2-III inh: 2; GC-A act: 0; DAX1 inh-2: -0.6; hcDAF12 agonist: 0.8; GC-B act: 2

Quoted at random: two entries already listed
How did CCN1CCN(S(=O)(=O)c2ccc(Cl)c(C(=O)N(C)Cc3cccc(Cl)c3Cl)c2)CC1 do in these assays?
FXN GAA850 act: -3.6; hgDAF12 agonist: -3.2; ssDAF-12 act: -1.7; ADAM10 inh: -1; DAX1 inh-1: -1.8; SMARCA2 activ: -3; sPLA2-III inh: -4; GC-A act: -9; DAX1 inh-2: -1.9; hcDAF12 agonist: -2.3; GC-B act: -8

What do the screens show for `CN=CC1=C(O)CC(C)(C)CC1=O`?
FXN GAA850 act: 1.0; hgDAF12 agonist: 1.4; ssDAF-12 act: -1.3; ADAM10 inh: 0; DAX1 inh-1: 1.1; SMARCA2 activ: 2; sPLA2-III inh: 2; GC-A act: 0; DAX1 inh-2: -0.6; hcDAF12 agonist: 0.8; GC-B act: 2
